Assay outcomes as filed in PubChem.
H9c2 TAG inh – inhibitors of triacylglycerol accumulation, primary screen, cell-based, uHTS, fluorescence, H9c2; H9c2 cells, Nile Red lipid (TAG) fluorescence; cells loaded with 200 µM oleic acid; inhibition, % at 12.5 µM; AID 651582, 2012; 0.66% of 230,000 active;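 active = pattern-corrected inhibition of lipid staining of at least 50% with the nuclear-stain viability signal not falling by more than 50%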;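 also: 0% = DMSO wells and 100% = triacsin C control wells; some results filed as inactive read as strong as hits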
H9c2 TAG inh DAPI viability – also measured in H9c2 TAG inh; calls as there; DAPI nuclei signal change (viability), lower = more cytotoxic, %;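 whole-well DAPI fluorescence read on a plate reader as a viability signal; minus 50 percent equals half of cells still viable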
* = called active by the depositor. This is a subset; rates above refer to the full screens.

SMILES	H9c2 TAG inh	H9c2 TAG inh DAPI viability
CC(C)CN1CC(C)C(=O)NC1=S (stereo unspecified)	-11	5
Cc1ccc(S(=O)(=O)Nc2ccc3c(c2)C(=O)N([C@H](C)CO)C[C@H](C)[C@@H](CN(C)C(=O)Nc2ccc4c(c2)OCO4)O3)cc1	4	-2
CCN(CC)CC(=O)Nc1ccc2c(c1)Nc1ccccc1CC2	24	-14
CC(C)c1ccc(CCNC(=O)CSC(=S)N2CCCC2)cc1	-24	7
Cc1ccccc1S(=O)(=O)c1c(C)cc(C)n(C(C)C)c1=O	-6	-1
O=C(CN1CCc2ccccc21)NC(=O)NC1CCCCC1	7	3
Cc1cc(NC(=O)c2ccc(Br)c(S(=O)(=O)N3CCCC3)c2)no1	-7	-3
C[C@H]1CN([C@@H](C)CO)C(=O)c2cc(Br)cnc2O[C@@H]1CN(C)S(C)(=O)=O	9	8
CN(C)c1ccc(NC(=O)Nc2ccc3c(c2)c(=O)n(C)n3-c2ccccc2)cc1	-22	21
CC(C)C(C(=O)C=[N+]=[N-])N1C(=O)c2ccccc2C1=O (stereo unspecified)	0	8

An excerpt from above in order of count of non-hydrogen atoms, largest number first:
SMILES	H9c2 TAG inh	H9c2 TAG inh DAPI viability
Cc1ccc(S(=O)(=O)Nc2ccc3c(c2)C(=O)N([C@H](C)CO)C[C@H](C)[C@@H](CN(C)C(=O)Nc2ccc4c(c2)OCO4)O3)cc1	4	-2
CN(C)c1ccc(NC(=O)Nc2ccc3c(c2)c(=O)n(C)n3-c2ccccc2)cc1	-22	21
O=C(CN1CCc2ccccc21)NC(=O)NC1CCCCC1	7	3

(continued)
SMILES	H9c2 TAG inh	H9c2 TAG inh DAPI viability
CC(C)(C)OC(=O)C[C@@H]1C/C=C\C[C@H](CC(=O)N(CCO)Cc2ccccc2)C(=O)N2CCC[C@@H]2COC1=O	5	-2
Cc1ccc(S(=O)(=O)N2CCC(N3CCCCCC3)CC2)cc1	-9	30
CCN(CC(=O)Nc1cc(Cl)ccc1C)c1ncnc2sc(C)c(C)c12	-17	-4
O=C(Nc1nc2ccccc2n1CCN1CCOCC1)c1ccccc1	-19	-5
NC(=O)CSc1nc2c(sc3ccccc32)c(=O)n1CCCC(=O)NCC1CCCO1 (stereo unspecified)	7	-5
CCOC(=O)c1ccc(NCc2nc3ccccc3[nH]2)cc1	-18	6
Nc1ccccc1Sc1ccc(C(=O)c2ccccc2C(=O)O)cc1[N+](=O)[O-]	-15	2
O=C(c1ccc(CSc2ccc(Cl)cc2)cc1)N1CCOCC1	-6	-5
CC1CCCCN1C(=O)CCc1nnc(Cc2c[nH]c3ccccc23)o1 (stereo unspecified)	4	14
COC(=O)C(C(=O)OC)[C@@H]1C=C[C@H](C[N+](=O)[O-])N(C(C)=O)C1	-3	-5

Of the compounds above, these contain four or more nitrogen atoms:
SMILES	H9c2 TAG inh	H9c2 TAG inh DAPI viability
Cc1ccc(S(=O)(=O)Nc2ccc3c(c2)C(=O)N([C@H](C)CO)C[C@H](C)[C@@H](CN(C)C(=O)Nc2ccc4c(c2)OCO4)O3)cc1	4	-2
CN(C)c1ccc(NC(=O)Nc2ccc3c(c2)c(=O)n(C)n3-c2ccccc2)cc1	-22	21
CCN(CC(=O)Nc1cc(Cl)ccc1C)c1ncnc2sc(C)c(C)c12	-17	-4
O=C(Nc1nc2ccccc2n1CCN1CCOCC1)c1ccccc1	-19	-5
NC(=O)CSc1nc2c(sc3ccccc32)c(=O)n1CCCC(=O)NCC1CCCO1 (stereo unspecified)	7	-5
CC1CCCCN1C(=O)CCc1nnc(Cc2c[nH]c3ccccc23)o1 (stereo unspecified)	4	14

(more compounds)
SMILES	H9c2 TAG inh	H9c2 TAG inh DAPI viability
CC(NC(=O)c1ccc(Br)o1)C1CC2CCC1C2 (stereo unspecified)	8	-8
COc1ccc(/C=N/NS(=O)(=O)c2ccc(C)cc2)cc1OC(=O)c1ccc(C)cc1	22	-6
CCn1c(SCC(=O)Nc2ccccc2C)nc2nc3c(cc2c1=O)COC(C)(C)C3	-12	-9
Cc1cccc(NC2=CC(=O)CC(C)(C)C2)c1C	-2	7
O=C(O)c1ccc(C=NN=Cc2ccco2)cc1	-7	10
O=C(CC1SCCNC1=O)Nc1cccc([N+](=O)[O-])c1 (stereo unspecified)	1	8
COc1ccccc1-c1nnc(NC(=O)CCS(=O)(=O)c2ccc(F)cc2)o1	6	3
CCN(CC(F)(F)C(F)F)S(=O)(=O)c1ccc(NC(=O)OC)cc1	4	-4
CCOc1cc(C2C(C(=O)OC(C)C)=C(C)NC3=C2C(=O)CCC3)cc([N+](=O)[O-])c1O (stereo unspecified)	7	-8
O=C(Oc1cccc2cccnc12)c1cccc(-n2cnnn2)c1	3	14

Complete entries, looked up by structure:
Shown for COc1ccc(/C=N/NS(=O)(=O)c2ccc(C)cc2)cc1OC(=O)c1ccc(C)cc1 : H9c2 TAG inh = 22; H9c2 TAG inh DAPI viability = -6
Shown for CCN(CC(F)(F)C(F)F)S(=O)(=O)c1ccc(NC(=O)OC)cc1 : H9c2 TAG inh = 4; H9c2 TAG inh DAPI viability = -4

Next section
SMILES	H9c2 TAG inh	H9c2 TAG inh DAPI viability
CC(Nc1cccc(F)c1)C(=O)Nc1ccc(S(N)(=O)=O)cc1 (stereo unspecified)	6	-7
C=CC[C@H](CC(=O)OC(C)(C)C)C(=O)OC[C@@H]1CCCN1C(=O)[C@@H](CC=C)CC(=O)N[C@H](CO)Cc1ccccc1	-5	-5
COc1ccc(Br)cc1CN(C)C(=O)C1CC(=O)N(C2CCCC2)C1 (stereo unspecified)	0	-2
CC(C)(C)c1nc2scc(-c3ccc(Cl)cc3)c2c(=O)o1	-111	5
OCCN1CCN(C(=S)c2ccc(Cl)c(Cl)c2)CC1	-18	2
Cc1cc(C)nc(SCCN2CCCCC2)n1	3	1
COc1ccc(Nc2nc(C(=O)NCc3ccco3)cs2)cc1	-10	10
O=C1CCCN1CCC1CCCCN1Cc1nc(COc2ccccc2)no1 (stereo unspecified)	-2	11
CNC(=O)Nc1cccc(NC(=O)NC)n1	21	-6
O=C(NCc1ccccc1CN1CCCCC1)c1ccc(Cl)cc1N1CCCC1=O	-9	1
CCCCn1c(N)c(N(Cc2ccccc2OC)C(=O)COc2ccc(F)cc2Cl)c(=O)[nH]c1=O	10	-4
CCCn1nnnc1SCC(=O)N1CCCc2ccccc21	-8	2
Cc1ccc(-c2noc(CCC(=O)N(C)c3ccccc3C)n2)cc1	0	-6
CCOC(=O)c1cc(CO)cc(C(=O)OCC)c1	7	-4
C[C@H](NC(=O)c1ncn2c1C(=O)N[C@@H](C)C2)c1ccccc1	-13	4
CNC(=O)CC(CC(=O)c1ccccc1)c1ccccc1 (stereo unspecified)	-2	1
C[C@@H]1CN([C@H](C)CO)C(=O)CCCn2nncc2CO[C@H]1CN(C)C(=O)C1CCCCC1	3	2
COc1ccc(CCC(=O)Nc2cccc(S(=O)(=O)N3CCCC3)c2)cc1OC	2	-1
Cc1ccnc(SCC(=O)N2CCN(c3cccc(Cl)c3)CC2)n1	-3	9
CC1CN(C(C)C(=O)NNC(=O)c2ccc(F)cc2)CC(C)O1 (stereo unspecified)	12	11
CCN(CC(=O)NCc1ccc(Cl)cc1)C(=O)c1ccc(S(=O)(=O)N(C)C)cc1	-16	19
O=C1C2CCCN2c2ccc(S(=O)(=O)N3CCOCC3)cc2N1Cc1ccccc1F (stereo unspecified)	15	9
COC(=O)C1=C(C)N(CCCC(=O)O)C(=O)NC1c1ccccc1OS(=O)(=O)c1ccc([N+](=O)[O-])cc1 (stereo unspecified)	13	1
CCOC(=O)CC(S(=O)(=O)c1ccccc1)S(=O)(=O)c1ccccc1	30	-21
CS(=O)(=O)c1ccc(-c2csc(C(O)(c3ccccc3)C(F)(F)F)n2)cc1 (stereo unspecified)	11	-2
Cc1ccc(Cn2c(C)c3cnn(CC(=O)NC4CCCC4)c(=O)c3c2C)cc1	-1	-6
CC(C)c1ccc(CN2CCC2(C)C(=O)Nc2cccc(Oc3ccccc3)c2)cc1 (stereo unspecified)	12	-5
COc1ccccc1C(=O)NC(C)c1ccc(-n2ccnc2)cc1 (stereo unspecified)	9	-2
O=C(CNC(=O)N1CC(=O)Nc2ccccc21)Nc1ccc(Cl)cc1Cl	-13	4
CC(=O)Nc1cc(-c2ccccc2CN(C)C)cn2c(-c3ccc(F)c(Cl)c3)cnc12	11	3
C/C=C/c1ccc2c(c1)O[C@@H](CN(C)C(=O)c1ccc(F)cc1)[C@@H](C)CN([C@H](C)CO)S2(=O)=O	0	0
Cc1cc2oc(=O)cc(CN3CCN(S(=O)(=O)c4cccs4)CC3)c2cc1C(C)C	31	-13
Cc1ccccc1C(=O)N1CCN(c2ccc(NC(=O)c3ccccc3[N+](=O)[O-])cc2)CC1	-9	1
COc1cc(-c2noc(C)c2C(=O)NCc2ccc3c(c2)OCO3)cc(OC)c1OC	-18	-5
CCc1nn(CC(=O)N2CCN(Cc3ccc4c(c3)OCO4)CC2)c(=O)c2cc3occc3n12	-13	4
CCOc1ccccc1NC(=O)CSc1nc(=O)n(CCCN2CCOCC2)c2c1CCC2	1	-3
CC(C)(C)C(=O)Cn1c(=N)n(Cc2ccccc2)c2ccccc21	12	-1
NC(=O)[C@H]1CC2(CC(c3cccc(NC(=O)c4ccccc4)c3)=NO2)CN1C(=O)[C@H]1CCC(=O)N1 (stereo partly specified)	-15	7
O=C(c1ccco1)N1CCN(C(=O)C2CC(=O)N(c3ccccc3)C2)CC1 (stereo unspecified)	-3	-3
Cn1c(=O)c2c(nc(N3CCOCC3)n2CCCNC2=NCCCCC2)n(C)c1=O	-7	10
CCOC(=O)C(C)(C)NS(=O)(=O)c1ccc(Cl)c([N+](=O)[O-])c1	27	-11
COCCCNC(=S)NNC(=O)C1CC1c1ccc(C(C)(C)C)cc1 (stereo unspecified)	-11	4
CC(=O)c1cccc(NC(=O)CCS(=O)(=O)c2cccc3nsnc23)c1	-17	19
CCCc1nc2ccccc2c(C(=O)OC2CCOC2=O)c1CC (stereo unspecified)	-16	10
NC(=O)c1cccc(-c2ccnc3c2CC(C(=O)NCCC(F)(F)F)O3)c1 (stereo unspecified)	7	3
COc1ccc(Nc2nc(N3CCOCC3)nc(N3CCOCC3)n2)cc1Cl	39	-9
O=C(CSc1nc2c(sc3ccccc32)c(=O)n1CCCN1CCOCC1)NCC1CCCO1 (stereo unspecified)	-6	9
CCC(=O)Nc1ccc(Oc2ccc(NC(=O)CC)c(NC(=O)CC)c2)cc1	27	-1
C[C@H]1COC(=O)[C@@H](CC(=O)OC(C)(C)C)C/C=C\C[C@H](CC(=O)NCCO)C(=O)N1	10	-4
COc1ccc(NC(=O)CSc2nnnn2-c2ccccc2OC)c(OC)c1	-2	-8
Next compounds follow.
SMILES	H9c2 TAG inh	H9c2 TAG inh DAPI viability
COc1ccc(OCCCC(=O)OCC(=O)Nc2c(C)nn(-c3ccccc3)c2C)cc1	0	5
Cc1cccc(-n2cnc3c(sc4nc(N5CCOCC5)c5c(c43)CCCC5)c2=O)c1	14	-1
CCOC(=O)CCN(C(=O)Nc1ccccc1)C1CCCCC1	7	5
COc1ccc(OCC(=O)NNC(=O)Nc2cccc(Cl)c2)cc1	5	0
O=C(CN1C(=O)NC2(CCCCC2)C1=O)Nc1cc(C(F)(F)F)ccc1N1CCCCC1	-30	4
CCc1cc2c(=O)c(-c3ccc(F)cc3)c(C)oc2cc1OCC(=O)O	-7	10
CN(C)/N=C/c1ccc(OC(=O)c2cccc([N+](=O)[O-])c2)cc1	-5	3
C/C(=N\Nc1ccc(S(=O)(=O)Nc2ccccc2)cc1[N+](=O)[O-])c1ccc(N2CCOCC2)cc1	37	-16
c1ccc(-c2nc(-c3ccc(-c4ccon4)s3)no2)cc1	-5	3
O=c1[nH]c(/C=C\c2cccnc2)c([N+](=O)[O-])c(=O)[nH]1	-6	9
CCOC(=O)c1ccc(N=C2SC(C(=O)NC)CC(=O)N2CCc2ccccc2)cc1 (stereo unspecified)	8	-2
O=C(COc1coc(CN2CCCc3ccccc32)cc1=O)Nc1cccc([N+](=O)[O-])c1	17	-8
O=C(/C=C/c1ccco1)NCC1COc2ccccc2O1 (stereo unspecified)	-2	6
O=C(CCSCCC(=O)NN=Cc1ccccc1O)NN=Cc1ccccc1O	-25	-12
CNc1oc(-c2ccccc2Cl)nc1C#N	7	-1
CN(C)C(=O)CCc1ccc2c3c([nH]c2c1)[C@]1(C)[C@@H](C(=O)N2CCCCC2)C[C@H](CC(=O)NCCc2ccccn2)C(=O)N1CC3	-17	6
CCN(CC(=O)Nc1c(F)cccc1F)C(=O)c1cc2c(cc1Cl)N1CCCCCC1=NS2(=O)=O	-26	3
c1cnc(N2CCN(c3cnccn3)CC2)nc1	7	-6
Clc1cccc(Cl)c1-c1noc(-c2ccno2)n1	5	-10
O=C(Nc1ccc(Cl)cc1)NC1CCCc2ccccc21 (stereo unspecified)	-3	-3
COc1ccc2[nH]c3c(=O)n(CCc4ccccc4)cnc3c2c1	1	12
Fc1ccc2nc(N3CCOCC3)sc2c1	2	5
CCN(CC)CCCN1C(=O)C(=O)/C(=C(/O)c2c(C)nc3ccccn23)C1c1ccc(C)o1 (stereo unspecified)	-4	1
COc1cc(OC)c(CN2CCCN(C)CC2)cc1Br	6	-4
CC(OC(=O)c1nsc(Cl)c1Cl)C(=O)NCc1cccs1 (stereo unspecified)	15	4
CCc1ccccc1-n1ncc(C(=O)Nc2ccc(OC)cc2)c1C	3	-2
NC(COCc1ccccc1)c1csc(Nc2cc(NCCCO)ncn2)n1 (stereo unspecified)	27	-3
Cn1ncc([N+](=O)[O-])c1C(=O)NC1CCCCCC1	1	8
O=Cc1c(NCCc2cccc(F)c2)c2ccccc2[nH]c1=O	9	-3
Cc1ccc(-c2csc(CC(N)=O)n2)cc1	12	-7
COc1ccc(OC)c(CNc2c(C=O)c(=O)[nH]c3ccccc23)c1	3	-3
O=C(Nc1ccccc1-c1ccccc1)NC1CC2CCCC(C1)N2CCc1ccccc1 (stereo unspecified)	-5	9
Cc1cccc(NC(=O)CN(CC2CCCO2)C(=O)c2cc3ccccc3o2)c1C (stereo unspecified)	-11	7
